Yfh1-off respiration: mitochondrial function rescue without frataxin homolog – Friedreich's ataxia, plus single-dose screen, dose response (AID 1465). S. cerevisiae Yfh1-off respiration, WST-1 reduction, 72 h; higher fold induction means a stronger effect. fold induction at 50 µM; hits with a dose series show EC50 in µM. actives 0.074% (n = 220,000);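 active = fold induction of absorbance versus untreated yeast above a set limit, then at least 30% activation at any dose in follow-up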;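 note: activators that raise dye reduction in frataxin-depleted yeast; strong numbers were not always called active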
Lipid droplet: hepatic lipid droplet formation modulation; AML12 mouse hepatocytes, oleate lipid droplets, BODIPY imaging; inhibition, % at 6.5 µM; actives 0.4% (n = 240,000); AID 1656;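 active = lipid droplet intensity inhibited by at least 50%, with more than 500 cells counted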
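Assay system: AML12 hepatocytes (mouse) / Also added: 100 µM oleic acid challenge / Times: overnight treatment with compound plus oleate / Detection: high-content imaging of BODIPY-stained droplets and DAPI nuclei / Evaluation: % inhibition of lipid droplet signal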
Lipid droplet cells 6.5 µM: also measured in Lipid droplet; calls as there; cell count; measured here: cell count, cytotoxicity flag;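 cells counted across two imaged fields per well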
* = called active by the depositor; i = inactive; x = not tested or not shown.

Start of the listing, in advance, three compounds:
SMILES	Yfh1-off respiration	Lipid droplet	Lipid droplet cells 6.5 µM
COC(=O)C1=C(c2ccc(S(C)(=O)=O)cc2)C[C@@H]2CC[C@H]1N2C(=O)NCc1ccco1	i	x	x
C=C1C(=O)[C@@]23C[C@H]4[C@@H]5[C@@]6(C)CCC[C@@]57[C@@H]2[C@@H](O)[C@@H]1C[C@H]3[C@H]7N4C6	i	x	x
COC(=O)C1=C(c2cccc(OC)c2OC)C[C@@H]2CC[C@H]1N2C(=O)N1CCC(C)CC1	i	x	x

Results, repeating the preview:
SMILES	Yfh1-off respiration	Lipid droplet	Lipid droplet cells 6.5 µM
COC(=O)C1=C(c2ccc(S(C)(=O)=O)cc2)C[C@@H]2CC[C@H]1N2C(=O)NCc1ccco1	i	x	x
C=C1C(=O)[C@@]23C[C@H]4[C@@H]5[C@@]6(C)CCC[C@@]57[C@@H]2[C@@H](O)[C@@H]1C[C@H]3[C@H]7N4C6	i	x	x
COC(=O)C1=C(c2cccc(OC)c2OC)C[C@@H]2CC[C@H]1N2C(=O)N1CCC(C)CC1	i	x	x
C/C=C1/CN2[C@@H]3C4CO[C@@H]3c3c([nH]c5cc(OC)ccc35)[C@@H]2CC14 (stereo partly specified)	i	x	x
COC(=O)C1=CO[C@@H](C)[C@H]2CN3CC[C@]4(C(=O)Nc5ccccc54)[C@@H]3C[C@H]12	i	x	x
COC(=O)C1=C(c2cc3ccccc3s2)C[C@@H]2CC[C@H]1N2C(=O)NCC1CC1	i	x	x
CCCCOC(=O)c1ccc(NC(=O)c2c(O)[nH]c(=O)[nH]c2=O)cc1	i	x	x
CN=C1CN(O)C(c2ccccc2)=c2cc(Cl)ccc2=N1	i	x	x
COC(=O)C1=C(c2cccc(OC)c2OC)C[C@@H]2CC[C@H]1N2C(=O)NCc1ccco1	i	x	x
CN1CCc2cc(O)cc3c2[C@H]1Cc1ccc(O)c(O)c1-3	i	x	x
C=C(C)[C@H]1CN[C@H](C(=O)O)[C@H]1CC(=O)O	i	x	x
COC(=O)C1=C(c2cc3ccccc3s2)C[C@@H]2CC[C@H]1N2C(=O)NC1CCCCC1	i	x	x
COc1ccc(C[C@H]2NC[C@H](O)[C@H]2OC(C)=O)cc1	i	x	x
NC(=O)OCCCc1ccccc1	i	x	x
CCN1C[C@@]2(COC)C3[C@@H](OC)[C@H]4[C@@H]1[C@@]3(C1C[C@H]3[C@H](O)C1[C@]4(O)C[C@H]3OC)[C@@H](OC)C[C@H]2O (stereo partly specified)	i	x	x
COC(=O)C1=C(c2cccc(OC)c2OC)C[C@@H]2CC[C@H]1N2C(=O)NC1CCCCC1	i	x	x
COC(=O)C1=C(c2ccccc2)C[C@@H]2CC[C@H]1N2C(=O)NC(C)C	i	x	x
COC(=O)C1=C(c2ccccc2)C[C@@H]2CC[C@H]1N2C(=O)NCc1ccc(F)cc1	i	x	x
COC(=O)C1=C(c2ccccc2)C[C@@H]2CC[C@H]1N2C(=O)NCCCOC(C)C	i	x	x
CC[C@H]1CN(C)C[C@@]2(C(=O)OC)Cc3c([nH]c4ccccc34)C(=O)C[C@@H]12	i	x	x
COC(=O)C1=C(c2cc3ccccc3o2)C[C@@H]2CC[C@H]1N2C(=O)NC(C)C	i	x	x
C=C(C)[C@@]12OC3(c4ccccc4)O[C@@H]1C1[C@@H]4O[C@]4(CO)[C@@H](O)[C@]4(O)C(=O)C(C)=C[C@H]4[C@@]1(O3)[C@H](C)[C@H]2OC(=O)/C=C/C=C/c1ccccc1 (stereo partly specified)	i	x	x
COC(=O)C1=CO[C@@H](C)[C@@H]2CN(CCc3c[nH]c4ccccc34)CC[C@H]12	i	x	x
CC(=O)Nc1ccccc1C(=O)OCC(=O)Nc1ncccn1	x	-7	764
CCOc1cc2c(cc1OCC)-n1cccc1C(c1cccc(F)c1F)NC2 (stereo unspecified)	x	1	818
Cc1cccc(-c2nc3ccc(C(=O)N4CCC5(CC4)OCCO5)cc3nc2-c2cccc(C)c2)c1	x	29	730
CCc1cc(=O)oc2cc(OCC(=O)N3C[C@H]4C[C@@H](C3)c3cccc(=O)n3C4)ccc12	x	0	821
COc1ccc(CC(=O)N(C)C2CCCN(Cc3ccccc3F)C2)cc1OC (stereo unspecified)	x	2	816
COc1ccc(N=C(C)c2c(O)[nH]c(=O)[nH]c2=O)cc1	x	5	817
N#CCCn1cc(C(=O)Nc2ccc(F)cc2)c(-c2ccccc2)n1	x	-1	785
O=C(COc1ccc(Cl)cc1)N1CCN(C2CCCC2)CC1	x	-10	806
Cc1cc(OC(C)C(=O)NCc2cccnc2)c2c3c(c(=O)oc2c1)CCC3 (stereo unspecified)	x	-15	671
O=c1[nH]c(=O)n(-c2cccc(F)c2)c(O)c1/C=C1\C=Nc2ccccc21	x	0	841
C[C@]12CC[C@H]3[C@@H](CCC4=CC(=O)CC[C@@]43O)[C@@H]1CCC2=O	x	-5	836
O=C(N/N=C/c1c(O)n(C2CC2)c(=S)[nH]c1=O)c1ccccc1	x	5	765
O=C(Cc1ccccc1)N1CCN(CCCc2ccccc2)CC1	x	13	803
O=c1cccc2n1CC1CC2CN(S(=O)(=O)c2cc(Cl)ccc2Cl)C1 (stereo unspecified)	x	-12	804
COC(=O)CC(NC(=S)N1CC2C[C@@H](C1)Cn1c2cccc1=O)C(=O)OC (stereo partly specified)	x	1	698
Cc1ccc(NC(=O)CCNC(=O)N2C[C@H]3C[C@@H](C2)c2cccc(=O)n2C3)c(C)c1	x	3	824
Cc1c(C=C2C(=O)N(C)C(=S)N(C)C2=O)c2ccccc2n1CC(=O)NCC1CCCO1 (stereo unspecified)	x	4	684
NP(=O)(OCCCc1ccccc1)Oc1ccc(Cl)cc1 (stereo unspecified)	x	-46	791
CN1CCc2cc3c(c4c2C1Cc1ccccc1-4)OCO3 (stereo unspecified)	x	-1	848
Clc1ccc(-c2nc3ccc(Cl)cn3c2CN2CCCCC2)cc1	x	1	717
O=c1c2ccccc2nc(/C=C/c2ccccn2)n1-c1ccccc1	x	-2	806
CC(C)CC(NC(=O)CCCNC(=O)CCC(=O)OC1O[C@H]2OC3(C)CC[C@H]4[C@H](C)CCC(C1C)C24OO3)C(=O)O (stereo partly specified)	x	-84	753
O=C(O)c1ccccc1-c1ccc(C=C2C(=O)N(c3ccccc3)C(=S)N(c3ccccc3)C2=O)o1	x	-3	811
COc1c(C)cc(C(=O)C2CCCN(Cc3cccc(O)c3)C2)cc1C (stereo unspecified)	x	-12	792
CCCCn1c(=O)c(C(=O)Nc2ccccc2C)c(O)c2ccccc21	x	-10	868
O=S1(=O)N(Cc2ccc(F)cc2)CCCN1Cc1ccccc1Cl	x	5	777
Cc1cc(OC(C)C(=O)N[C@H](C(=O)O)c2ccccc2)c2c3c(c(=O)oc2c1)CCC3 (stereo partly specified)	x	7	790
O=C1NC(=O)C2(Cc3cc([N+](=O)[O-])ccc3N3CCN(C(=O)c4ccccc4)CC32)C(=O)N1 (stereo unspecified)	x	3	746
O=C1Nc2cc(C(=O)N3CCC4(CC3)OCCO4)ccc2S/C1=C\c1ccccc1	x	-27	706
CC(=O)O[C@]1(C)C(=O)OC/C2=C/CN(C)CCC(OC(=O)[C@@](O)(C(C)O)C[C@H]1C)C2=O (stereo partly specified)	x	6	904
O=c1c2ccccc2nc(/C=C/c2ccccc2F)n1-c1ccccc1O	x	3	393
Cc1cc(OC(C)C(=O)NCC(O)c2ccccc2)c2c3c(c(=O)oc2c1)CCC3 (stereo unspecified)	x	-14	740
COc1cccc(OC)c1CN1CCCC(C(=O)c2cccc(Cl)c2)C1 (stereo unspecified)	x	-7	787
O=C(CCN1CCOCC1)Nc1ccc(Br)cc1C(=O)c1ccccc1	x	4	805
CNS(=O)(=O)c1ccc(-c2ccc(C=C3C(=O)NC(=O)NC3=O)o2)cc1	x	0	762
COc1ccc(-n2c(O)c(C=NCCN3CCN(C(C)=O)CC3)c(=O)[nH]c2=S)cc1	x	-3	777
COc1cccc(CN2CCNCC2)c1	x	2	850

Complete entries as entered above. Screens in order: Yfh1-off respiration, Lipid droplet, Lipid droplet cells 6.5 µM
O=C1NC(=O)C2(Cc3cc([N+](=O)[O-])ccc3N3CCN(C(=O)c4ccccc4)CC32)C(=O)N1 (stereo unspecified) is listed with x, 3, 746
COc1cccc(OC)c1CN1CCCC(C(=O)c2cccc(Cl)c2)C1 (stereo unspecified) is listed with x, -7, 787
O=c1c2ccccc2nc(/C=C/c2ccccc2F)n1-c1ccccc1O is listed with x, 3, 393
CCCCn1c(=O)c(C(=O)Nc2ccccc2C)c(O)c2ccccc21 is listed with x, -10, 868
COc1ccc(-n2c(O)c(C=NCCN3CCN(C(C)=O)CC3)c(=O)[nH]c2=S)cc1 is listed with x, -3, 777

Going on with the list.
SMILES	Yfh1-off respiration	Lipid droplet	Lipid droplet cells 6.5 µM
Nc1cnn(-c2ccccc2)c(=O)c1Cl	x	-7	783
O=C(O)Cn1cc(/C=C2\C(=O)NC(=O)N(c3ccc(Cl)cc3)C2=O)c2ccccc21	x	16	705
Cc1ccsc1CNCCc1ccc(F)cc1	x	-4	814
O=c1[nH]c(=O)n(-c2ccccc2F)c(O)c1/C=C1\C=Nc2ccccc21	x	-1	409
COc1ccc(-c2nn(CCC#N)cc2C(=O)Nc2ccc(C(C)=O)cc2)cc1[N+](=O)[O-]	x	4	796
COc1ccc(-n2c(/C=C/c3ccc(O)cc3)nc3ccccc3c2=O)cc1	x	1	860
C[n+]1c(-c2ccccc2)c2cc(N)ccc2c2ccc(N)cc21	x	-9	701
CC(C)(C)n1cc(C(=O)c2ccccc2OCCCF)cn1	x	-17	822
Cc1cc(=O)oc2c(C)c(OCC(=O)N3CCN(Cc4ccc5c(c4)OCO5)CC3)ccc12	x	5	701
O=C(COc1ccc(Br)cc1)N1CCN(Cc2ccc3c(c2)OCO3)CC1	x	-7	841
O=S(=O)(NC1CCCCC1)OCC(Cl)(Cl)Cl	x	1	843
CCC(C(=O)N1CCC2(CC1)OCCO2)n1c2ccccc2c2nc(=O)cc(C)n21 (stereo unspecified)	x	-33	664
O=C1C2CCCC1C(N1CCCCC1)CC2 (stereo unspecified)	x	9	807
COc1ccc2[nH]c3c(c2c1)CCN[C@H]3C	x	-1	412
CCCC[N+]12C3C[C@H](C4[C@H](O)[C@]5(C[C@@H]41)c1ccccc1N(C)[C@@H]35)[C@H](CC)[C@H]2O (stereo partly specified)	x	18	734
Cc1ccc(Cn2cc(C=O)c(-c3ccc(F)cc3)n2)cc1	x	-14	812
O=C(NCc1ccccc1)c1cccn(Cc2ccccc2)c1=O	x	7	432
O=c1c2ccccc2nc(-c2ccccc2Cl)n1-c1cccc(O)c1	x	-1	763

Ordered by count of non-hydrogen atoms (rising): three of the compounds above
SMILES	Yfh1-off respiration	Lipid droplet	Lipid droplet cells 6.5 µM
O=C1C2CCCC1C(N1CCCCC1)CC2 (stereo unspecified)	x	9	807
CCCC[N+]12C3C[C@H](C4[C@H](O)[C@]5(C[C@@H]41)c1ccccc1N(C)[C@@H]35)[C@H](CC)[C@H]2O (stereo partly specified)	x	18	734
O=C(O)Cn1cc(/C=C2\C(=O)NC(=O)N(c3ccc(Cl)cc3)C2=O)c2ccccc21	x	16	705

Results in Lipid droplet and Yfh1-off respiration (2 entries from above):
SMILES,Lipid droplet,Yfh1-off respiration
C=C(C)[C@H]1CN[C@H](C(=O)O)[C@H]1CC(=O)O,x,i
COC(=O)C1=C(c2cc3ccccc3s2)C[C@@H]2CC[C@H]1N2C(=O)NC1CCCCC1,x,i

A portion of the library (hit frequency here may not be typical).
